Sm TGR inh: blocks Schistosoma mansoni thioredoxin glutathione reductase | actives 3% (n = 360,000) | purified TGR, DTNB reduction, TNB absorbance 405 nm | Q962Y6 | Potency, µM (titrated, usually from 114 µM), inactives show at the top dose activity change, negative = inhibition, hits mostly inhibitors; also: potency is read from the fitted curve at half-maximal effect; nearly all actives have a fitted effect of over 60% in size
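First, TGR (20 nM dispensed) and NADPH were mixed with compound. Second, a 15 min room-temperature incubation followed. Third, further NADPH and then DTNB were added to start the reaction. Finally, TNB absorbance was monitored kinetically.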
Giardia FBPA inh: inhibitors of Giardia lamblia fructose-1,6-bisphosphate aldolase | purified Giardia FBPA | A8B2U2 | Potency, µM (highest dose often 59.6 µM), without a hit: top-dose activity, negative = inhibition, actives largely listed as inhibitors | actives 0.71% (n = 290,000); also: potency is read from the fitted curve at half-maximal effect; nearly all actives have a fitted effect of over 55% in size
Target sequence (A8B2U2 whole entry, looked up): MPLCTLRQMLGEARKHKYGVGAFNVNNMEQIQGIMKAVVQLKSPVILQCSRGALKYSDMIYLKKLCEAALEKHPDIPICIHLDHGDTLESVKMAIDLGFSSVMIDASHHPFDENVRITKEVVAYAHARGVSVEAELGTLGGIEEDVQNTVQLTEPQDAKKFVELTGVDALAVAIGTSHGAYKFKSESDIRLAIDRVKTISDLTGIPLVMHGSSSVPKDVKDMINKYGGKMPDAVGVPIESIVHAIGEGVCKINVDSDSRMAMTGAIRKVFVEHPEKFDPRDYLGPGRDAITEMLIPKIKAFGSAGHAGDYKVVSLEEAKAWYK
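Giardia FBPA (40 nM reagent) was preincubated 10 min at RT with compound (up to 57.5 uM final), then substrate plus GAPDH/TPI/NAD/arsenate coupling system with diaphorase/resazurin was added; resorufin fluorescence (525/598 nm) was read after 20 min.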
AmpC inh detg: inhibitors of E. coli AmpC beta-lactamase with detergent | AmpC hydrolysis of nitrocefin, absorbance 480 nm, 0.01% Triton | Potency, µM (series often up to 114 µM), without a hit: top-dose activity change, negative = inhibition, usual class: inhibitors | AID 485294 | P00811 | actives 0.041% (n = 370,000);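 also: potency is read from the fitted curve at half-maximal effect; 0% = no-compound wells and -100% = no-enzyme wells; nearly all actives have a fitted effect of over 25% in size; some results filed as inactive show a strong effect at the top dose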
Target sequence (P00811 whole entry, looked up): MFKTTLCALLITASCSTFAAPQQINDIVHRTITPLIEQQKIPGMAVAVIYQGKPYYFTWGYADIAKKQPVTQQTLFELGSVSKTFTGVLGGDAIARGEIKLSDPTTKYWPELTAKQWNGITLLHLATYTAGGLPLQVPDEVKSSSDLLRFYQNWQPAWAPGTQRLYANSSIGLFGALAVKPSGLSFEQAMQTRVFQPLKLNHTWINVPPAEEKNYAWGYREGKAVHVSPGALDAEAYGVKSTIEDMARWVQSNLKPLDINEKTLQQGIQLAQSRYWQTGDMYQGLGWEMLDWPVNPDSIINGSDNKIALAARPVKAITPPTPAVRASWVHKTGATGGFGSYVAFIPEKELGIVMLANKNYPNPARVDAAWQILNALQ
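AmpC (5.3 nM in the dispensed reagent) in 20 mM phosphate pH 7.0 with 0.01% (detergent screen) or 0.0001% Triton X-100 was preincubated with compounds for 15 min at room temperature. Nitrocefin was then added from an 800 uM solution, and hydrolysis was followed at 480 nm.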
HCV inh: HCV inhibition; AID 651820; Potency, µM (titrated, usually from 41.8 µM), without a hit: top-dose activity change, negative = inhibition, most hits filed as inhibitors; Huh7.5.1 HCVcc-Cre infection, luciferase reporter, 44 h; actives 3.4% (n = 340,000); also: potency is read from the fitted curve at half-maximal effect
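Infectious HCV cell culture screen: compound-treated cells (1,000/well, pre-plated 4 h) are infected with HCVcc-Cre at roughly 0.5 moi and grown 44 h. Infection is quantified by luciferase signal after 15 min substrate incubation at room temperature.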
AMA1 RON2 block: AMA1-RON2 (P. falciparum) interaction inhibition | Potency, µM (highest dose often 58.2 µM), without a hit: at the top dose activity change, negative = inhibition, hits mostly inhibitors | AlphaScreen AMA1-biotinylated RON2 peptide binding | actives 0.2% (n = 360,000) | AID 720542;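 also: potency is read from the fitted curve at half-maximal effect; 0% = vehicle wells and -100% = peptide control; nearly all actives have a fitted effect of over 45% in size; some results filed as inactive show a strong effect at the top dose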
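AMA1 (3D7) with his tag at 25 nM final met compounds first, then biotinylated RON2 peptide at 25 nM; detection used donor plus acceptor beads, 10 µg/mL apiece, read by AlphaScreen after 30 min at room temperature.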
HCMV antiviral: inhibitors of human cytomegalovirus | activity change, negative = inhibition, % at 57.5 µM | AID 1259415 | HFF cells, HCMV-luciferase reporter, 72 h; stronger effect = lower value | actives 4.5% (n = 410,000); in the data active = activity change below about -60%; inconclusive = no clear call, values can overlap the other calls; inactive = above about -39%
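Compounds were evaluated in HFFs infected with an HCMV luciferase reporter virus (MOI 1 PFU/cell). Luciferase in lysates collected 72 h post infection served as the replication measure.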
An asterisk follows results filed as active; ? = inconclusive; / = no result given; [ ] = remark or other dose. Unless noted, calls follow the shape of the dose curve; as a rule, active = well fitted curve in the direction sought with a large enough effect; inconclusive = small, poorly fitted or top-dose-only effect, or another doubt; inactive = no such curve, though single readings can be large; an effect the other way counts as inactive or inconclusive. Unless noted, % is scaled to controls: 0 for no effect and ±100 for the full control effect.

SMILES | Sm TGR inh | Giardia FBPA inh | AmpC inh detg | HCV inh | AMA1 RON2 block | HCMV antiviral
Cc1ccc(CN(Cc2ccccn2)C(=O)Nc2ccc(C)c(C)c2)cc1 | 1.4% | 7.8% | -2.7% | ? | 31.4%[activator] | -22.9
CN(CC(=O)Nc1ccc(N2CCOCC2)cc1)C(=O)CCCOc1ccc(Cl)cc1Cl | -1.6% | / | -15.4% | ? | ? | -15.7
CC(=O)c1ccccc1N(C(=O)c1ccco1)C(C(=O)NC1CCCC1)c1ccc(N2CCOCC2)cc1 (stereo unspecified) | 5.2% | 1.0% | -3.8% | 26.6% | 3.3% | 26.6
Cc1nnsc1SCCNC(=O)c1ccc(F)cc1 | 2.5% | 2.6% | 1.5% | 0.9% | 18.0% | 56.0
N=c1n(CC(=O)c2ccc(Br)s2)c2ccccc2n1Cc1ccccc1 | -5.2% | 2.3% | -7.3% | ? | 2.4% | -40.0
O=C(Cn1c(=O)n(-c2ccccc2Cl)c(=O)c2sc3ccccc3c21)NC1CCCCC1 | 4.1% | / | -2.7% | / | / | 11.0
COc1ccc(C(C(=O)NC(C)(C)C)N(Cc2ccc(F)cc2)C(=O)CCC(=O)Nc2cc(C)on2)cc1 (stereo unspecified) | -17.0% | -9.5% | -6.7% | ? | -28.4% | 24.2
CC(NCC(O)COCc1ccc(Cl)cc1)c1ccccc1 (stereo unspecified) | -0.9% | -5.4% | -14.3% | -2.6% | 10.0% | 6.5
O=C1NC(=O)C(=Cc2ccc(N3CCOCC3)cc2)C(=O)N1 | ? | -11.0% | -13.6% | 7.6% | 5.1% | -2.7
O=C(O)Cc1csc2ccccc12 | -0.2% | -2.1% | -10.2% | -8.0% | 6.2% | 27.1
COC(=O)c1cc2sccc2n1Cc1nc(-c2ccc(C)cc2)oc1C | -11.0% | / | 2.0% | / | / | -16.1
COC(=O)C1=C(C(=O)c2ccccc2)C(c2ccc(O)c(OC)c2)n2nnnc2N1 (stereo unspecified) | -8.3% | 0.9% | -5.8% | 7.7% | -4.9% | 4.5
Cc1cc(C)n(-c2ccc(NC(=O)C3CCN(Cc4ccc(C)o4)CC3)cc2)n1 | ? | / | -6.4% | -23.1% | 3.0% | -10.1
Cc1ccc(CN(C)C(=O)c2cc(Br)c(Br)s2)o1 | 50.1µM* | -0.4% | -7.6% | 0.0% | -11.1% | -22.3
C=CCNC(=S)NNC(=O)c1ccc(=O)n(Cc2ccc(Cl)cc2Cl)c1 | 2.1% | 3.9% | -8.4% | -11.1% | -28.8% | -18.9
Cc1ccc(S(=O)(=O)NC(CC(=O)O)c2ccco2)cc1 (stereo unspecified) | ? | 2.3% | -10.7% | -9.4% | 8.3% | 5.8
O=C1CC(=O)N(c2cccc(F)c2)N1 | 5.8% | 0.7% | -6.5% | 8.9% | 20.8% | -36.8
CCN(c1ccccc1)S(=O)(=O)c1cc(C(=O)OC2CCOC2=O)ccc1C (stereo unspecified) | -13.1% | / | -6.4% | -1.7% | -11.2% | -15.3
O=C(NC1CC2CCC1C2)c1ccc(CN2CCOCC2)cc1 (stereo unspecified) | -2.9% | 18.8% | ? | 24.0% | -16.2% | -29.7
COc1ccc(CC(=O)Nc2ccc(S(=O)(=O)Nc3ncccn3)cc2)cc1 | -12.9% | 7.9% | -11.8% | 14.5% | 17.5% | 96.6
CN1CCN(C(=O)c2cc(COc3c(F)cccc3F)on2)CC1c1ccccc1 (stereo unspecified) | 3.98µM* | 1.9% | 1.8% | -21.8% | 11.6% | 24.2
O=S1(=O)CC(O)C(N=Nc2c(O)n(Cc3ccccc3)c3ccccc23)C1 (stereo unspecified) | ? | -7.7% | 4.6% | -1.9% | 27.0% | 0.0
Cc1cc2cc(CNC(=S)Nc3ccc(OC(F)(F)F)cc3)ccc2[nH]1 | -2.1% | -8.8% | 1.1% | -27.3%[8.37 µM] | 65.1%[activator] | -75.1*
COc1ccc(OC)c(S(=O)(=O)N2CCCC2C(=O)NC(C)c2ccccc2)c1 (stereo unspecified) | -29.0% | 1.5% | 2.2% | 0.6% | 1.2% | -6.2
CCOC(=O)N1CCN(C(=O)c2cc3c(s2)-c2ccccc2OC3)CC1 | -3.1% | -1.3% | ? | 9.4% | 18.4% | -16.0
CCCCC1NC(C(=O)O)CS1 (stereo unspecified) | ? | -19.3% | ? | 30.5%[activator] | 25.2% | -4.9
C#CCOCCOCCOCCNc1nc(N2CCN(C(=O)[C@H]([C@@H](C)CC)n3cc(CCCCN)nn3)CC2)nc(N2CCN(C(=O)[C@H](C)n3cc(CCC(=O)O)nn3)CC2)n1 | 1.8% | -21.4% | 8.0% | -0.7% | 4.8% | 14.1
Cc1ccc(S(=O)(=O)NCC(=O)N(CC(=O)NCC2CCCO2)c2cccc(F)c2)cc1 (stereo unspecified) | 2.7% | 8.2% | ? | -17.8% | -2.9% | -20.7
CNC(=O)CC1C(=O)N(C)C(=S)N1NC(=O)c1ccccc1 (stereo unspecified) | -0.2% | -2.8% | 9.4% | 12.1% | 56.7%[activator] | 9.4
O=C(Nc1nc(-c2cccs2)cs1)c1cccc(S(=O)(=O)N2CCCCC2)c1 | 2.4% | -9.8% | 1.7% | 11.2µM* | ? | 105.0
Cc1ccc(N2C(=O)NC(NC(=O)C(C)(C)C)(C(F)(F)F)C2=O)cc1 (stereo unspecified) | 4.7% | 10.1% | -5.4% | -0.6% | 11.8% | -26.8
Cc1noc(C)c1C(=O)NNc1cc(Cl)ccc1Cl | 4.5% | 2.4% | 3.2% | -1.1% | 4.3% | -29.0
CCOc1ccc(C(=O)c2oc3ccccc3c2NC(=O)c2cc(-c3ccc(C)cc3)on2)cc1 | -16.9% | / | 23.6% | / | / | -19.3
COc1cccc(C(=O)NCCS(=O)(=O)NCCc2ccc(OC)c(OC)c2)c1 | -3.4% | / | ? | -1.8% | -11.6% | 61.0
CCOc1cccc2cc(C(=O)NCCC3=CCCCC3)c(=O)oc12 | -23.0% | -3.6% | 3.5% | 1.9% | 22.7% | -36.0
CC(=O)c1cc(C#N)c(SCc2ccccc2C#N)nc1C | -0.5% | 6.0% | ? | -2.1% | -3.5% | 34.6
CC(C)CCNC(=O)C1CCN(Cc2cccc(OCc3ccccc3)c2)CC1 | -6.1% | 25.1% | -6.8% | ? | -5.7% | 26.1
CCCC(=O)c1ccc(N2CCN(C(=O)c3ccccc3Br)CC2)c(F)c1 | 21.0% | -0.4% | 10.9% | ? | -6.2% | 14.6
CCOC(=O)c1cnc2c(C)c(Cl)ccc2c1Nc1ccc(C)cc1C | 5.7% | / | -1.7% | / | / | 38.1
Cn1c(SCC(=O)Nc2nccs2)nnc1C1CC1 | 4.1% | -26.9% | ? | 11.5% | -5.5% | 7.6
O=C(c1cc2ncc(Br)cn2n1)N1CCN(C(=O)c2ccco2)CC1 | ? | -0.9% | 3.2% | 3.7% | -21.3% | /
COC(=O)c1nn(-c2c(C)n(C)n(-c3ccccc3)c2=O)cc1O | 12.6%[11.4 µM] | -0.1% | -11.7% | 0.0% | -8.1% | 3.5
CC(C)Nc1nc(NC(C)C)nc(C(=O)OCCO)n1 | 0.0% | 0.0% | -9.9% | 10.5% | -10.6% | 22.7
CN(CC(=O)Nc1ccccc1C(F)(F)F)C(=O)C1CCN(C(=O)c2ccc(Cl)cc2)CC1 | -2.1% | / | -17.8% | -9.6% | -1.7% | -19.0
COc1cc2c(cc1C1NC(=S)NC(C)=C1C(N)=O)CCCC2 (stereo unspecified) | 6.8%[57.1 µM] | -7.9% | -5.6% | 4.1% | 0.0% | 46.1
CC(=O)NCCOc1cccc2cccnc12 | 3.3% | -10.8% | -5.7% | 7.1% | 3.3% | 12.6
Cn1nc(C(=O)NCc2ccco2)c2ccccc2c1=O | -2.1% | 2.8% | 5.4% | 17.8% | 0.0% | -13.5
Cc1cccc(OCC(=O)N2CCOCC2)c1 | 19.5% | 5.0% | 1.3% | 17.0% | -14.5% | 40.0
Cc1ccccc1CSc1nc2c([nH]c3ccccc32)c(=O)n1-c1ccccc1 | -0.2% | / | -2.5% | / | / | 50.0
CCC1(c2ccccc2)NC(=O)N(CC(=O)N(C)Cc2ccccc2)C1=O (stereo unspecified) | -17.8% | 10.2% | 1.1% | 21.1% | 14.5% | ?
Additional results:
SMILES | Sm TGR inh | Giardia FBPA inh | AmpC inh detg | HCV inh | AMA1 RON2 block | HCMV antiviral
CSc1cccc(NC(=O)CCNC(=O)c2ccco2)c1 | -2.7% | 3.7% | -0.8% | -23.1% | -6.9% | 22.9
Cc1csc(NC(=O)CCn2c(=O)oc3ccccc32)n1 | -4.2% | 0.6% | -5.5% | -0.8% | -4.6% | 5.4
COc1cccc(C(=O)Nc2c3c(nn2-c2ccc([N+](=O)[O-])cc2)CS(=O)(=O)C3)c1 | -4.6% | 2.1% | -1.6% | -9.5% | 3.2% | -13.3
OC1=C(O)c2nc3cc(F)ccc3nc21 | 12.6µM* | ? | 5.8% | 17.7% | ? | 37.3

Compound activity deposited in PubChem BioAssay by National Center for Advancing Translational Sciences (NCATS).

Rows are unselected. About 9.3% of those tested had a hit in this group.
